# Screening results as filed in PubChem BioAssay.
# human PMI inhibition: MPI enzyme activity inhibition – biochemical, fluorescence intensity, coupled assay, primary screen (AID 1209); one-dose inhibition, % at 20 µM; IC50 in µM for titrated hits; purified PMI enzyme, coupled fluorescence intensity; higher % means a stronger effect; 0.42% of 190,000 active;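 note: plate controls were DMSO vehicle for no effect and wells lacking substrate for full effect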
# NOD1 NF-kB reporter: inhibition of NOD1-driven NF-kB reporter – cell-based, luminescence, uHTS, primary screen (AID 1578) | NOD1-driven NF-kB luciferase reporter cells, luminescence; higher % means a stronger effect | inhibition, % at 4 µM, or EC50 in µM where a hit was titrated | 1% of 290,000 active; in the data active = inhibition mostly above about 36%, no sharp cut-off; inactive = mostly below about 34%;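 note: HEK-293T reporter cells stimulated with the NOD1 agonist gamma-tri-DAP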
# PMI inhibition: MPI inhibition at elevated mannose 6-phosphate – biochemical, fluorescence intensity, high mannose 6-phosphate, primary screen (AID 1220) | 0.66% of 190,000 active | recombinant PMI enzyme, coupled fluorescence intensity; higher % means a stronger effect | inhibition, % at 20 µM; hits with a dose series show IC50 in µM
# KOR beta-arrestin-1: kappa opioid receptor activators – cell-based, luminescence, uHTS, primary screen (AID 1777); KOR beta-arrestin recruitment, luminescence; higher % means a stronger effect; activation, % at 10 µM; hits with a dose series show EC50 in µM; 0.02% of 280,000 active; in the data active = activation above about 50%, passing the limit was not always enough; note: a part of the inactive calls stands beside numbers as strong as those of hits
# HEK293 NOD2/NF-kB: inhibition of NOD2-driven NF-kB reporter – cell-based, luminescence, uHTS, HEK293 (AID 1566). HEK293 NOD2/NF-kB luciferase reporter, luminescence; higher % means a stronger effect. inhibition, % at 4 µM, or EC50 in µM where a hit was titrated. 0.63% of 290,000 active; note: many of its hits are not listed in these tables
# LYP inhibition: PTPN22 lymphoid phosphatase activity blockers – biochemical, fluorescence intensity, uHTS (AID 1779) | recombinant LYP phosphatase, fluorescence intensity; higher % means a stronger effect | inhibition, % at 11.5 µM; hits with a dose series show IC50 in µM | 0.054% of 290,000 active;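 note: plate controls were vehicle with enzyme for no effect and no enzyme for full effect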
# KOR beta-arrestin-2: kappa opioid receptor blockers – cell-based, luminescence, uHTS (AID 1778); 0.091% of 290,000 active; one-dose inhibition, % at 10 µM; IC50 in µM for titrated hits; KOR beta-arrestin recruitment, luminescence, antagonist mode; higher % means a stronger effect; note: strong numbers were not always called active
# TNAP activation fold: human TNAP enzyme activators, primary screen, biochemical, luminescent, no phosphate acceptor, uHTS (AID 1001); purified TNAP, luminescent activation assay, no phosphate acceptor; higher activation fold means a stronger effect; activation fold at 20 µM, or EC50 in µM where a hit was titrated; 0.03% of 200,000 active; in the data active = activation fold from about 3, or a potency from the dose series; inactive = the rest, 99 in 100 with activation fold below about 1.6; note: many of its hits are not listed in these tables
# XIAP displacement: small molecules displacing peptide from XIAP – biochemical, IAP family, fluorescence polarization (AID 1018); 0.007% of 200,000 active; XIAP BIR domain, fluorescence polarization peptide displacement; higher % means a stronger effect; one-dose displacement, % at 20 µM; IC50 in µM for titrated hits; in the data active = displacement above about 50%; note: a part of the inactive calls stands beside numbers as strong as those of hits
# * = called active by the depositor; . = no result given; [ ] = remark or other dose. Cut-off read from the data, not from the text of the source, unless noted: active = inhibition above about 50%; inactive = the rest.
1. Cc1ccccc1OCC(=O)Nc1ccccc1N1CCCCC1
2. CCOc1ccc(C(=O)/C=C/Nc2ccc(S(=O)(=O)Nc3onc(C)c3C)cc2)cc1
3. O=C(NC1CCCC1)c1cc(-c2ccc(Cl)c(Cl)c2)on1
4. COC(=O)c1cc(OC)c(OC)cc1NC(=O)c1cc(OC)cc(OC)c1
5. CCOc1cc(S(=O)(=O)NCCc2ccc(OC)c(OC)c2)c(OCC)cc1-n1cnnn1
6. CC(=O)c1c(CC(=O)O)[nH]n(-c2nc3ccccc3s2)c1=O
7. Cc1ccc(OCC(=O)N2CCOCC2)c([N+](=O)[O-])n1
8. O=S(=O)(c1ccc(Cl)c(F)c1)N1CCC(c2nc(-c3ccncc3)no2)CC1
assay / entry	1	2	3	4	5	6	7	8
human PMI inhibition	-2%	1%	.	.	-6%	-1%	.	-5%
NOD1 NF-kB reporter	-16%	22%	-27%	39%	5%	80%*	3%	1%
PMI inhibition	-8%	-6%	.	.	-4%	-3%	.	-7%
KOR beta-arrestin-1	15%	5.8%	-1.7%	.	0.8%	-3.2%	1.2%	-11%
HEK293 NOD2/NF-kB	-3%	-5%	-34%	17%	10%	-72%	27%	-61%
LYP inhibition	1%	4%	-4%	-5%	-2%	0%	-10%	-13%
KOR beta-arrestin-2	-15%	-11%	-2%	-194%[20 µM]	18%	36%	-6%	-1%
TNAP activation fold	1	1.2	.	1	1	0.9	.	1.1
XIAP displacement	-1.5%	1.2%	.	-8.0%	-3.8%	-9.0%	.	-7.5%

# A draw from above in order of formula weight, falling.
2. CCOc1ccc(C(=O)/C=C/Nc2ccc(S(=O)(=O)Nc3onc(C)c3C)cc2)cc1
8. O=S(=O)(c1ccc(Cl)c(F)c1)N1CCC(c2nc(-c3ccncc3)no2)CC1
1. Cc1ccccc1OCC(=O)Nc1ccccc1N1CCCCC1
assay / entry	2	8	1
human PMI inhibition	1%	-5%	-2%
NOD1 NF-kB reporter	22%	1%	-16%
PMI inhibition	-6%	-7%	-8%
KOR beta-arrestin-1	5.8%	-11%	15%
HEK293 NOD2/NF-kB	-5%	-61%	-3%
LYP inhibition	4%	-13%	1%
KOR beta-arrestin-2	-11%	-1%	-15%
TNAP activation fold	1.2	1.1	1
XIAP displacement	1.2%	-7.5%	-1.5%

# Other records.
9. Cn1ncc(Br)c1NC(=O)c1cc(Cl)cc(Cl)c1
10. O=C(O)CCC(=O)NNC(=O)c1ccc(Br)cc1
11. Cc1ccnc(SCc2cc(=O)c(OC(=O)c3ccco3)co2)n1
12. N#Cc1c(Cl)nsc1NC(=O)c1ccccc1
13. CN(C)c1ccc(/C=N/N2C(=O)c3ccccc3C2=O)cc1
14. COc1ccc(F)cc1C(=O)C1CCCN(Cc2ccc(Sc3nncn3C)o2)C1 (stereo not given)
15. COc1ccc(N(CCCN2C(=O)c3cccc4cccc(c34)C2=O)C(=O)c2ccncc2)cc1
16. CCN(c1ccccc1)S(=O)(=O)c1ccc2ccccc2c1
assay / entry	9	10	11	12	13	14	15	16
human PMI inhibition	.	-7%	1%	-5%	.	0%	6%	.
NOD1 NF-kB reporter	-9%	-10%	-14%	89%*	8%	-21%	-19%	-8%
PMI inhibition	.	8%	0%	-6%	.	0%	4%	.
KOR beta-arrestin-1	-3.1%	1.5%	1.1%	-2.2%	-0.8%	.	3.8%	1.6%
HEK293 NOD2/NF-kB	19%	-1%	17%	49%	-3%	4%	4%	-3%
LYP inhibition	-7%	-7%	-2%	-4%	0%	-7%	6%	-3%
KOR beta-arrestin-2	8%	26%	33%	-12%	-27%	-33%[20 µM]	-15%	-34%
TNAP activation fold	.	1.1	1.1	1.1	.	1.1	1	.
XIAP displacement	.	-2.3%	-7.4%	-8.5%	.	-3.8%	-5.8%	.

17. NC(=O)c1ccccc1NC(=O)/C=C/c1ccc(Cl)cc1
18. O=C(/C=C/c1cccc([N+](=O)[O-])c1)Nc1cccc(NC(=O)c2cccs2)c1
19. NC(=O)CNC(=O)[C@@H]1CC2(CC(c3cccc([N+](=O)[O-])c3)=NO2)CN1C(=O)c1ccccc1 (stereo not given in full)
20. Cc1cc2ncn(C(=O)N3CCCCC3)c2cc1C
21. CCOc1cc(/C=C2/NC(=O)N(CC(=O)OC)C2=O)ccc1O
22. CNS(=O)(=O)c1cccc(C(=O)NCC2CCCCC2)c1
23. Clc1ccc(C(c2nnnn2CCc2ccccc2)N2CCSCC2)cc1 (stereo not given)
24. O=C1C2C(C(=O)N1/N=C/c1cc(Br)cc([N+](=O)[O-])c1O)C1C=CC2C12CC2 (stereo not given)
assay / entry	17	18	19	20	21	22	23	24
human PMI inhibition	11%	3%	5%	2%	4%	.	8%	-3%
NOD1 NF-kB reporter	-28%	19%	27%	10%	-7%	-1%	-2%	10%
PMI inhibition	16%	6%	7%	-4%	5%	.	9%	-6%
KOR beta-arrestin-1	-2.3%	1.5%	4.5%	0.5%	-1.2%	-1.6%	-1.5%	0.7%
HEK293 NOD2/NF-kB	-91%	-4%	15%	3%	15%	-12%	2%	7%
LYP inhibition	-2%	2%	-12%	-8%	0%	-4%	0%	1%
KOR beta-arrestin-2	2%	8%	-14%	9%	2%	-4%	14%	-2%
TNAP activation fold	1.1	1.1	1.1	1.1	1	.	1.1	1
XIAP displacement	-4.0%	-1.3%	-8.5%	-0.5%	-3.7%	.	-6.3%	-1.5%

25. O=C(Nc1ccc(S(=O)(=O)Nc2ncccn2)cc1)c1ccc(Cl)c([N+](=O)[O-])c1
26. COc1cccc(N2CCN(S(=O)(=O)c3ccc(CN4C(=O)c5cccnc5C4=O)cc3)CC2)c1
27. Cc1ccc(NC(=O)/C=C2\NC(=O)CS2)cc1
28. O=C(NCC1CCCO1)c1ccccc1-c1nc(-c2ccccc2F)no1 (stereo not given)
29. CN(C)c1ccc(CNc2nc(-c3ccccc3)nn2S(C)(=O)=O)cc1
30. Cc1ccsc1/C=N/NC(=O)c1ccc2ccccc2c1
31. CC(=O)Nc1ccc(S(=O)(=O)NCCc2cc3c(C)ccc(C)c3[nH]c2=O)cc1
32. CCCCn1c(=O)n(CC(=O)Nc2ccc(OC)c(Cl)c2)c(=O)c2c1nc(CO)n2CCC
assay / entry	25	26	27	28	29	30	31	32
human PMI inhibition	.	.	.	.	-1%	.	-1%	19%
NOD1 NF-kB reporter	-28%	-57%	-46%	-18%	-24%	-23%	.	-2%
PMI inhibition	.	.	.	.	14%	.	-1%	11%
KOR beta-arrestin-1	-5.3%	3.7%	4.0%	-0.4%	-1.4%	-2.6%	-4.6%	-2.5%
HEK293 NOD2/NF-kB	-8%	3%	-39%	5%	7%	-36%	1%	14%
LYP inhibition	-3%	-5%	-4%	-12%	3%	-1%	4%	1%
KOR beta-arrestin-2	-1%	-38%	-11%	-12%	-6%	-3%	-2%	29%
TNAP activation fold	.	.	.	.	1.1	.	1.1	1.1
XIAP displacement	.	.	.	.	-1.7%	.	-18%	-4.8%

33. O=C(CSc1n[nH]c(-c2ccccc2Cl)n1)NC1CCCCC1
34. Cc1cccc(C)c1NS(=O)(=O)c1c(C)[nH]c(=O)[nH]c1=O
35. Cc1cc(C)n(C(=O)c2cc(F)c(F)cc2C)n1
36. Nc1nc2sc3c(c2c(=O)s1)CCCC3
37. COc1cc(CN2CCCC(C(=O)c3ccc(SC)cc3)C2)cc(Cl)c1O (stereo not given)
38. Cc1ccc(C(CC(N)=O)c2ccco2)cc1 (stereo not given)
39. CCC(Sc1nnc2c3ccccc3n(CC)c2n1)C(=O)Nc1sc2c(c1C#N)CCCC2 (stereo not given)
40. CCN(CC)c1ccc(/C=N/OCC(=O)Nc2cccc(C)c2)cc1
assay / entry	33	34	35	36	37	38	39	40
human PMI inhibition	.	-8%	-3%	13%	.	-7%	21%	20%
NOD1 NF-kB reporter	3%	-14%	-10%	-38%	-7%	10%	-7%	-54%
PMI inhibition	.	-5%	-4%	11%	.	-7%	12%	13%
KOR beta-arrestin-1	1.7%	1.9%	.	-0.3%	-5.1%	2.6%	-2.4%	6.5%
HEK293 NOD2/NF-kB	4%	7%	-6%	-25%	6%	12%	-11%	11%
LYP inhibition	-8%	-7%	-3%	-7%	-5%	-9%	0%	6%
KOR beta-arrestin-2	-32%	-28%	5%[20 µM]	-50%	-21%[20 µM]	9%	-44%	-4%
TNAP activation fold	.	1.1	1	1	.	1.1	1	1.2
XIAP displacement	.	-4.2%	-8.8%	-5.4%	.	-4.2%	-4.5%	-11%

41. CCN1CCN(Cc2c(O)ccc3c2O/C(=C\c2ccccc2)C3=O)CC1
42. O=C(O)CCSc1nnc(CNc2ccc(Cl)cc2)n1Cc1ccccc1
43. COc1ccc(S(=O)(=O)N2CCC(C(=O)NC(C)CCc3ccccc3)CC2)cc1 (stereo not given)
44. COc1ccc(C(=O)NCCNC(=O)c2cnccn2)cc1
45. COc1ccc2c(C)cc(SCC(=O)NCCN3C(=O)CSC3=O)nc2c1
46. CCOC(=O)Cc1csc(NC(=O)c2c(-c3c(F)cccc3Cl)noc2C)n1
47. O=C1C2CC=CCC2C(=O)N1c1n[nH]c(-c2ccccc2)n1 (stereo not given)
48. COc1ccc(NCc2n[nH]c(=O)c3ccccc23)cc1
assay / entry	41	42	43	44	45	46	47	48
human PMI inhibition	-3%	2%	.	.	5%	13%	4%	13%
NOD1 NF-kB reporter	0%	-28%	-4%	-22%	-3%	-8%	-8%	0%
PMI inhibition	6%	0%	.	.	2%	8%	4%	6%
KOR beta-arrestin-1	-5.5%	-0.5%	1.7%	3.0%	-2.5%	2.9%	-1.3%	-5.7%
HEK293 NOD2/NF-kB	1%	-8%	7%	-25%	6%	13%	16%	24%
LYP inhibition	-1%	-4%	-7%	-5%	2%	5%	-3%	-9%
KOR beta-arrestin-2	2%	-7%	-50%	-31%	18%	20%	8%	0%
TNAP activation fold	1	1	.	.	1.1	1	0	1.1
XIAP displacement	-6.1%	-0.4%	.	.	-3.4%	0.2%	-4.3%	-3.7%

# Limited to PMI inhibition (three entries from above):
no.	molecule	PMI inhibition
45	COc1ccc2c(C)cc(SCC(=O)NCCN3C(=O)CSC3=O)nc2c1	2%
46	CCOC(=O)Cc1csc(NC(=O)c2c(-c3c(F)cccc3Cl)noc2C)n1	8%
47	O=C1C2CC=CCC2C(=O)N1c1n[nH]c(-c2ccccc2)n1 (stereo not given)	4%

# Remaining list, next part.
49. CCOc1nc2cnccc2n(CC(=O)Nc2c(C)cccc2CC)c1=O
50. Cc1ccc(C(=O)N2CCCCC2)cc1S(=O)(=O)N1CCCC1
51. CS(=O)(=O)N1N=C(c2cccs2)CC1c1ccco1 (stereo not given)
52. C/C(=N\NC(=O)CNC(=O)C1COc2ccccc2O1)c1ccco1 (stereo not given)
assay / entry	49	50	51	52
human PMI inhibition	.	.	7%	.
NOD1 NF-kB reporter	-1%	-5%	-34%	-10%
PMI inhibition	.	.	18%	.
KOR beta-arrestin-1	0.1%	1.0%	.	-4.1%
HEK293 NOD2/NF-kB	16%	19%	6%	-4%
LYP inhibition	-13%	-12%	-2%	0%
KOR beta-arrestin-2	1%	2%	-38%[20 µM]	19%
TNAP activation fold	.	.	0.7	.
XIAP displacement	.	.	-2.8%	.

# 3 entries from above, with values under each structure:
# Order of values: human PMI inhibition, NOD1 NF-kB reporter, PMI inhibition, KOR beta-arrestin-1, HEK293 NOD2/NF-kB, LYP inhibition, KOR beta-arrestin-2, TNAP activation fold, XIAP displacement
(50) Cc1ccc(C(=O)N2CCCCC2)cc1S(=O)(=O)N1CCCC1
→ ., -5%, ., 1.0%, 19%, -12%, 2%, ., .
(51) CS(=O)(=O)N1N=C(c2cccs2)CC1c1ccco1 (stereo not given)
→ 7%, -34%, 18%, ., 6%, -2%, -38%[20 µM], 0.7, -2.8%
(52) C/C(=N\NC(=O)CNC(=O)C1COc2ccccc2O1)c1ccco1 (stereo not given)
→ ., -10%, ., -4.1%, -4%, 0%, 19%, ., .

# Some of the compounds tested. The share of hits here may be higher or lower than overall.
